Assay outcomes from PubChem.
mIAP block – inhibitors of mouse IAP, primary screen, biochemical, luminescence, uHTS. 330,000 tested, 0.2% active. purified mouse IAP, CDP-Star luminescence, 30 min. intestinal alkaline phosphatase [Mus musculus]. inhibition, % at 10 µM;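 active = inhibition of at least 40% at 10 µM in the primary screen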;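 also: plate controls were DMSO with enzyme for no effect and no enzyme wells for full effect; values of inactives mirror those of a sister screen read the other way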
mIAP act – activators of mouse IAP, primary screen, biochemical, luminescence, uHTS | muIAP, CDP-Star luminescence, 30 min; stronger effect = higher value; 1 = vehicle-only enzyme signal, 0 = enzyme-free wells | intestinal alkaline phosphatase [Mus musculus] | 330,000 tested, 0.24% active | AID 2805, 2010 | activation factor at 10 µM;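 active = activation factor of at least 2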; also: the source names both 10 and 20 µM as test concentration; values of inactives mirror those of a sister screen read the other way
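Assay system: mouse IAP enzyme; reagent: chemiluminescent substrate CDP-Star; dosing: test compounds delivered from DMSO solution; schedule: 30 min at room temperature; measured by: luminescence from enzymatic CDP-Star hydrolysis; controls: DMSO-only wells and no-enzyme negative control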
ATG4B inh – ATG4B protease inhibitors, primary screen, biochemical, fluorescence, uHTS. Cysteine protease ATG4B (Homo sapiens), Q9Y4P1. ATG4B cleavage of LC3-PLA2, NBD-HPC fluorescence, 1 h. 340,000 tested, 0.51% active. AID 504462, 2011. inhibition, % at 8.33 µM; in the data active = inhibition above about 40%
Target sequence (Q9Y4P1 whole entry, looked up): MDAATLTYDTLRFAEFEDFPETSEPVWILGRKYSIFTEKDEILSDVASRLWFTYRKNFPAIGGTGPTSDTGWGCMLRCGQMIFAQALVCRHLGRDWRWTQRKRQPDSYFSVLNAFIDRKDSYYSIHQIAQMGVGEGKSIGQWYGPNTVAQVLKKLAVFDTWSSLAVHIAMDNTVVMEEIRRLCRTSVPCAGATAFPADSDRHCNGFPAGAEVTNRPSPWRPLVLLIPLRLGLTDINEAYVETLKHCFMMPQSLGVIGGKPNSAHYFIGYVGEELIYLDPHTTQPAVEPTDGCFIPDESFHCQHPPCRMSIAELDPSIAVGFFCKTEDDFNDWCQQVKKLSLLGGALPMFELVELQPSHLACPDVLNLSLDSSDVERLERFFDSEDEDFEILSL
hIAP inh – human IAP inhibitors, primary screen, biochemical, luminescence, uHTS. purified IAP, CDP-Star luminescence, 30 min. 330,000 tested, 0.12% active. inhibition, % at 10 µM;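 active = inhibition reaching a set limit with compound at 10 µM in the primary screen, cut at about 35% in these data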;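 also: plate controls were DMSO wells with enzyme for no effect and no-enzyme buffer wells for full effect; values of inactives mirror those of a sister screen read the other way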
A3G deaminase – APOBEC3G DNA deaminase inhibitors, primary screen, biochemical, fluorescence, single-stranded DNA substrate, uHTS. inhibition, % at 20 µM. 330,000 tested, 0.28% active. recombinant A3G, ssDNA deamination FAM/TAMRA fluorescence. AID 493012, 2011. DNA dC->dU-editing enzyme APOBEC-3G (Homo sapiens), Q9HC16;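 active = inhibition of at least 40% at 20 µM, with no more than 30% in the related APOBEC3A deaminase screen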;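 also: plate controls were DMSO wells with A3G for no effect and wells lacking A3G enzyme for full effect; some compounds called inactive have numbers as strong as hits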
Target sequence (Q9HC16 whole entry, looked up): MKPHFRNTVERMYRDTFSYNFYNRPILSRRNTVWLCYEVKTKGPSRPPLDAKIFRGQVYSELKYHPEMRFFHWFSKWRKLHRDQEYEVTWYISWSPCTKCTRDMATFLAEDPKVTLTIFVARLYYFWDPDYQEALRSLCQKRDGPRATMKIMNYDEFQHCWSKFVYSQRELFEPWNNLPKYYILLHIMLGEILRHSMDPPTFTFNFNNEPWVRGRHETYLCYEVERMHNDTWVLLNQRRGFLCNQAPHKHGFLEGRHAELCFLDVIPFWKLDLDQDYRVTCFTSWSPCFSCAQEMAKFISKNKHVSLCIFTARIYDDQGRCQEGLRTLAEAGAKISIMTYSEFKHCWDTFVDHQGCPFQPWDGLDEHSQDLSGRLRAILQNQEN
MPTP inh – mitochondrial permeability transition pore inhibitors, primary screen, biochemical, isolated mouse mitochondria, absorbance. Ca2+ swelling absorbance, 30 min. inhibition, % at 10 µM. 360,000 tested, 1.4% active;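 active = inhibition of 50% or more, scaled per plate between neutral and stimulator controls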;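 also: 0% = DMSO wells given calcium and 100% = 1 mM EGTA wells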
hIAP act – human IAP activators, primary screen, biochemical, luminescence, uHTS | AID 2524, 2010 | activation factor at 10 µM | 330,000 tested, 0.16% active | purified human IAP, CDP-Star luminescence, 30 min; stronger effect = higher value; 1 = vehicle-only enzyme, 0 = enzyme-free background;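 active = activation factor of the enzyme at least 2-fold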; also: the source names both 10 and 20 µM as test concentration; values of inactives mirror those of a sister screen read the other way
APOBEC3A inh – APOBEC3A ssDNA deaminase inhibitors, primary screen, selectivity assay for APOBEC3G inhibitor project, biochemical, FAM/TAMRA oligo cleavage fluorescence | recombinant A3A, FAM/TAMRA ssDNA deamination fluorescence | inhibition, % at 20 µM | 330,000 tested, 0.41% active | AID 493011, 2011;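 active = at least 40% inhibition at 20 µM here, with at most 30% in a related deaminase screen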;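 also: plate controls were A3A with DMSO for no effect and wells lacking A3A enzyme for full effect; some results filed as inactive read as strong as hits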
Target sequence (P31941 whole entry, looked up): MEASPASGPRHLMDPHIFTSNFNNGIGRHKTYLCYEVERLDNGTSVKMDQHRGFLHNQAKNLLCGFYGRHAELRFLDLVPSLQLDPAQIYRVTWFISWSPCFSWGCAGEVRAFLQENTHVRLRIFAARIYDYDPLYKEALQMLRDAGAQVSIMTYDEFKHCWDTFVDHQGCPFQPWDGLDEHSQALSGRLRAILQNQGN
beta cell repl – inducers of MIN6 beta-cell proliferation, primary screen, ATP luminescence, uHTS | 330,000 tested, 0.29% active | AID 2380, 2010 | proliferation, % at 10 µM | MIN6 cells proliferation, ATPlite luminescence, 48 h; cells starved in 0.2% serum; 100% = growth in 10% serum;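 active = compounds whose signal lies at least 3.5 SD above the mean of all wells on their plate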;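 also: 0% = DMSO-treated cells in low-serum medium and 100% = 10% serum control; some compounds called inactive have numbers as strong as hits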
Starred values were filed as active, the others as inactive. Rows are unselected. Share with any hit: about 3.3%.

SMILES | mIAP block | mIAP act | ATG4B inh | hIAP inh | A3G deaminase | MPTP inh | hIAP act | APOBEC3A inh | beta cell repl
Cc1ccc(C)c(OC(=O)c2ccncc2)c1 | -4.6 | 1.05 | -13.6 | -4.6 | -1.8 | 1.0 | 1.05 | -0.3 | -0.2
O=C(CCCN1C(=O)c2cccc3cccc(c23)C1=O)Nc1nccs1 | 3.7 | 0.963 | 4.5 | -4.6 | -2.1 | -0.2 | 1.05 | 3.3 | 3.3
CCC(Oc1ccccc1)C(=O)NCc1cccnc1 (stereo not given) | -6.3 | 1.06 | -6.4 | 2.3 | -2.9 | 1.1 | 0.977 | -7.4 | 0.1
Cc1cccc(N(C(=O)c2cnc3n(c2=O)CCS3)C2CCCCC2)c1 | 11.6 | 0.884 | 8.1 | 12.1 | 1.3 | -0.9 | 0.879 | 6.8 | 2.9
Cc1cccc(C2(c3cccc(C)c3)OC(=O)c3ccccc32)c1 | 7.9 | 0.921 | -0.9 | 8.0 | -4.8 | 0.0 | 0.92 | -2.4 | -4.6
O=C(O)CC(NC(=S)NCc1ccccc1)C(=O)O (stereo not given) | -0.1 | 1 | 0.4 | -1.2 | -1.7 | -3.6 | 1.01 | 4.8 | -5.5
Cn1c(N)c(C(=O)COC(=O)CC(NC(=O)c2ccccc2Cl)c2ccccc2)c(=O)n(C)c1=O (stereo not given) | -7.3 | 1.07 | -7.9 | -5.3 | 3.4 | -0.5 | 1.05 | 1.8 | -1.0
CC(=O)Nc1nc(CC(C)C)cc(-c2ccccc2)c1C#N | -1.7 | 1.02 | 10.1 | -37.9 | -0.2 | 1.7 | 1.38 | 7.2 | 1.6
CN(C)c1ccc(NC(N)=S)cc1 | 4.8 | 0.952 | -7.4 | 5.2 | -9.8 | -1.1 | 0.948 | -2.3 | -0.1
CC(C)c1ccc(NC(=S)N2CCN(Cc3ccccc3)CC2)cc1 | -8.7 | 1.09 | -7.6 | 1.8 | -18.8 | 0.4 | 0.982 | -2.1 | -2.8
NC(=O)c1ccc(NC(=O)c2cccc(Oc3ccccc3)c2)cc1 | -2.9 | 1.03 | -5.3 | 15.0 | 2.0 | 2.8 | 0.85 | 1.6 | 0.1
Cc1ccc(-c2c(C)nn3c(N4CCOCC4)cc(C)nc23)cc1 | -1.1 | 1.01 | -1.7 | -8.7 | -8.8 | -0.4 | 1.09 | -4.7 | -4.0
O=S(=O)(c1cccc(Br)c1)N1CCN(c2ccnc3cc(Cl)ccc23)CC1 | 14.2 | 0.858 | -6.2 | 9.4 | -1.4 | 23.4 | 0.906 | 1.7 | -6.8
COc1ccc(C(C(=O)NC(C)(C)C)N(Cc2ccc(C)cc2)C(=O)CCC(=O)Nc2cc(C)on2)cc1 (stereo not given) | -0.9 | 1.01 | 0.5 | 4.3 | -5.9 | 2.3 | 0.957 | -1.7 | 0.1
c1ccc(CN2CCC(N3CCC(N4CCCCCC4)CC3)CC2)cc1 | 3.2 | 0.968 | -2.2 | -0.3 | 5.1 | -0.3 | 1 | -3.2 | -0.5
CCOc1ccc(N2CCc3c(C)nc(SC)nc32)cc1 | 9.4 | 0.906 | 4.7 | 6.1 | -8.5 | -1.6 | 0.939 | -4.1 | 1.5
O=C(c1cc2ccccc2oc1=O)N(c1ccccc1)C1C=CS(=O)(=O)C1 (stereo not given) | 0.1 | 0.999 | -6.0 | -1.1 | -1.5 | 0.5 | 1.01 | 2.5 | 0.0
CCCCCCCC(O)CC(CC1CCCCC1)C(=O)NN (stereo not given) | -11.5 | 1.11 | 9.8 | -5.9 | -4.1 | 2.9 | 1.06 | 0.9 | -2.6
CC1S/C(=N/N=C/c2cccc([N+](=O)[O-])c2)NC1=O (stereo not given) | 11.2 | 0.888 | 1.3 | -12.3 | -6.6 | 0.7 | 1.12 | 1.0 | -5.5
CCNS(=O)(=O)c1ccc(NC(=O)c2cncc(Br)c2)cc1 | -7.0 | 1.07 | 3.2 | 7.6 | -8.3 | -1.5 | 0.924 | 1.8 | 3.2
COc1ccc(CCN=C(N)NS(=O)(=O)c2ccc(C)c(C)c2)cc1 | -12.4 | 1.12 | -0.5 | -40.9 | -7.9 | 0.7 | 1.41 | 1.3 | -0.9
C(=N\Nc1nc2ccccc2s1)/c1ccc2c(c1)OCO2 | -10.3 | 1.1 | -20.1 | -19.4 | -8.1 | 0.2 | 1.19 | -7.1 | -3.2
CN(C)c1cccc(C(=O)NC2CCCc3ccccc32)c1 (stereo not given) | -3.0 | 1.03 | 10.8 | 6.0 | -4.9 | 1.3 | 0.94 | -3.1 | 0.5
CC1(C)C=C2C(=NN(c3ccccc3)C(N)=C2C#N)CO1 | -5.9 | 1.06 | 10.7 | -11.0 | -6.3 | 0.8 | 1.11 | -5.6 | -0.3
CCOC(=O)c1c(NC(=O)CSc2nc3ccc(OC)cc3[nH]2)sc2c1CC(C)(C)NC2(C)C | 6.0 | 0.94 | -2.8 | -33.0 | -4.1 | 0.3 | 1.33 | -0.6 | -7.2

Other entries follow:
SMILES | mIAP block | mIAP act | ATG4B inh | hIAP inh | A3G deaminase | MPTP inh | hIAP act | APOBEC3A inh | beta cell repl
O=C(NCc1ccco1)C1CCN(Cc2ccc(F)cc2)CC1 | -5.1 | 1.05 | -2.8 | 11.0 | -5.1 | -0.6 | 0.89 | -1.2 | 1.7
NC(=O)C1CCN(c2ccnc3cc(Cl)ccc23)CC1 | 0.4 | 0.996 | 1.5 | 12.1 | -4.6 | -1.3 | 0.879 | 0.7 | -0.6
CCCOc1ccc(C2C(C#N)=C(N)Oc3nc[nH]c(=O)c32)cc1OC (stereo not given) | 3.5 | 0.965 | 1.9 | 3.8 | -3.5 | -0.7 | 0.962 | -4.0 | 3.4
Cc1ccnc2c(N3C(=O)C4C5c6ccccc6C(c6ccccc65)C4C3=O)cccc12 (stereo not given) | 5.3 | 0.947 | -2.9 | -2.2 | -1.8 | 0.4 | 1.02 | 2.9 | -4.2
CCOC(=O)c1ccc(NC(=O)NC2CCN(CC(=O)NCc3ccc4c(c3)OCO4)CC2)cc1 | -127.0 | 2.27* | -6.5 | -2.7 | -5.1 | 2.8 | 1.03 | 0.5 | 0.8
Cc1ccc(S(=O)(=O)N[C@@H](CO)C(=O)N[C@@H](Cc2ccc(O)cc2)C(=O)O)cc1 | 4.7 | 0.953 | -6.7 | 8.8 | -7.8 | -0.9 | 0.912 | -1.9 | -2.4
COc1ccc(CSc2nncn2N)cc1[N+](=O)[O-] | -8.6 | 1.09 | -1.4 | -3.3 | -7.0 | -0.3 | 1.03 | -1.4 | 2.1
CN1c2ccsc2C(=O)/C(=C\Nc2cccc(C(F)(F)F)c2)S1(=O)=O | 9.7 | 0.903 | -1.6 | -14.0 | -11.2 | 0.4 | 1.14 | -4.0 | 0.8
CCOC(=O)c1cnc(-n2nc(C)cc2C)nc1Nc1ccc(N(C)C)cc1 | 11.4 | 0.886 | -8.7 | -1.3 | 1.0 | 10.4 | 1.01 | 0.7 | -5.8
O=S(=O)(c1ccc2nnn(OCc3ccccc3)c2c1)N1CCOCC1 | 1.1 | 0.989 | -4.9 | 5.8 | -3.3 | -1.1 | 0.942 | 2.5 | -0.3
COc1ccc(S(=O)(=O)Nc2ccc(F)cc2F)cc1C(=O)N1CCOCC1 | -0.7 | 1.01 | 10.7 | 16.9 | -3.7 | 1.5 | 0.831 | -0.6 | -2.1
Cc1cccc(NC(=O)CN(C)S(=O)(=O)c2ccc(Cl)cc2)n1 | -5.7 | 1.06 | 5.7 | 2.0 | -9.7 | 0.4 | 0.98 | -1.8 | -3.3
CCOc1ccc(S(=O)(=O)n2ccnc2)c2ccccc12 | -10.1 | 1.1 | 7.3 | 19.9 | -11.3 | -0.9 | 0.801 | -5.0 | 0.4
C=CCNC(=S)NNC(=O)c1ccc(OCC)cc1 | -1.0 | 1.01 | 8.6 | 14.0 | -7.4 | 3.2 | 0.86 | -3.8 | -2.8
CCN(CC)S(=O)(=O)c1csc(C(=O)NC2CCCCC2)c1 | -1.7 | 1.02 | -18.2 | 11.6 | -7.1 | 2.5 | 0.884 | 0.6 | -3.7
COc1ccccc1NC(=O)c1ccc(NC(=O)c2ccc(=O)[nH]c2)cc1 | -3.0 | 1.03 | -8.5 | -1.6 | -9.4 | -0.2 | 1.02 | -0.6 | 0.7
O=c1c2ccccc2nc(SCc2nnc(-c3ccccc3)o2)n1-c1ccc(F)cc1F | 2.8 | 0.972 | 62.1* | -10.8 | -5.8 | 4.2 | 1.11 | -2.0 | -3.8
CCC(C)Nc1ccc(NC(C)CC)cc1 (stereo not given) | 3.6 | 0.964 | 4.2 | 9.0 | -10.6 | 2.1 | 0.91 | -4.0 | -7.3
CCOc1ccc(OCC)c(S(=O)(=O)n2cnc(C)c2)c1 | -0.3 | 1 | -8.4 | 9.4 | -7.2 | -3.0 | 0.906 | -3.4 | -1.9
COc1ccccc1OCCNC(=O)c1cc(=O)[nH]c2ccccc12 | -0.4 | 1 | -3.0 | -4.0 | -4.4 | 1.0 | 1.04 | 4.4 | -4.3
CCCCSc1nc2c(cc1C#N)CCC2 | 8.5 | 0.915 | 7.7 | 11.1 | -6.7 | -0.3 | 0.889 | -0.6 | -4.0
Nn1c(-c2ccccn2)nnc1-c1ccccn1 | -19.9 | 1.2 | -12.0 | 13.9 | -4.2 | 0.1 | 0.861 | -2.1 | 0.0
Cc1c(NP(=O)(Oc2ccccc2F)Oc2ccccc2F)c(=O)n(-c2ccccc2)n1C | -1.8 | 1.02 | 3.2 | -19.0 | -7.0 | 0.1 | 1.19 | -0.2 | 0.8
CSc1nc2c(c(=O)[nH]1)C(c1cccc(Cl)c1Cl)CC(=O)N2 (stereo not given) | -7.0 | 1.07 | -2.3 | -1.4 | 1.2 | -1.3 | 1.01 | 1.6 | 2.6
COc1cc(F)ccc1CN1CCC(n2nccc2NC(=O)C2CCOC2)CC1 (stereo not given) | 6.1 | 0.939 | -4.7 | 6.2 | -10.8 | -1.1 | 0.938 | -5.3 | -3.5

Structures above that bear a hit mark in mIAP act:
| structure | mIAP block | mIAP act | ATG4B inh | hIAP inh | A3G deaminase | MPTP inh | hIAP act | APOBEC3A inh |
| --- | --- | --- | --- | --- | --- | --- | --- | --- |
| CCOC(=O)c1ccc(NC(=O)NC2CCN(CC(=O)NCc3ccc4c(c3)OCO4)CC2)cc1 | -127.0 | 2.27* | -6.5 | -2.7 | -5.1 | 2.8 | 1.03 | 0.5 |

Structures listed so far that contain two or more sulfur atoms:
SMILES | mIAP block | mIAP act | ATG4B inh | hIAP inh | A3G deaminase | MPTP inh | hIAP act | APOBEC3A inh | beta cell repl
CCOC(=O)c1c(NC(=O)CSc2nc3ccc(OC)cc3[nH]2)sc2c1CC(C)(C)NC2(C)C | 6.0 | 0.94 | -2.8 | -33.0 | -4.1 | 0.3 | 1.33 | -0.6 | -7.2
CN1c2ccsc2C(=O)/C(=C\Nc2cccc(C(F)(F)F)c2)S1(=O)=O | 9.7 | 0.903 | -1.6 | -14.0 | -11.2 | 0.4 | 1.14 | -4.0 | 0.8
CCN(CC)S(=O)(=O)c1csc(C(=O)NC2CCCCC2)c1 | -1.7 | 1.02 | -18.2 | 11.6 | -7.1 | 2.5 | 0.884 | 0.6 | -3.7
